Compound activity as filed in PubChem.
HepG2 viability – kills HepG2 cells in TGF-b inhibitor counter-screen | hit rate 0.76% among 410,000 | HepG2 CAGA-GFP viability, ATP luminescence, 18 h | Potency, µM (highest dose often 46.1 µM), for inactives: top-dose activity change, negative = cytotoxicity, actives largely listed as cytotoxic; also: some results filed as inactive show a strong effect at the top dose
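HepG2 CAGA-GFP cells (1000/well, DMEM with 1% FBS) received compound, then TGF-beta at 500 pg/mL final, and were incubated 18 hours at 37 degrees C. Viability was read by CellTiter-Glo luminescence. Media-only wells were set as complete cell-killing and DMSO as no toxicity.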
Nrf2 block – Nrf2 pathway inhibition; A549 ARE-Fluc reporter, luciferase luminescence, 18-24 h; Potency, µM (doses to about 46 µM), for the others: at the top dose activity change, negative = inhibition, actives largely listed as inhibitors; hit rate 2.1% among 360,000; also: % is scaled to controls: 0 for no effect and ±100 for the full control effect; nearly all actives have a fitted effect of over 60% in size
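Reporter: ARE-Fluc in A549. Exposure: 18-24 h, 37 °C, 5% CO2, 5% FBS OPTI-MEM. Readouts: fluorescent cytotoxicity (CellTiter-Fluor), then luminescent Nrf2 signal after BugLite.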
EPAC2 antagonist – antagonists of human EPAC2; Q8WZA2; EPAC2 GEF exchange of Rap1B-BODIPY-GDP, fluorescence; Potency, µM (highest dose often 114 µM), inactives show at the top dose activity, negative = inhibition, most hits filed as inhibitors; hit rate 0.18% among 360,000; AID 720708; also: % is scaled to controls: 0 for no effect and ±100 for the full control effect; nearly all actives have a fitted effect of over 45% in size; many of its hits are not listed in these tables
Target sequence (Q8WZA2 whole entry, looked up): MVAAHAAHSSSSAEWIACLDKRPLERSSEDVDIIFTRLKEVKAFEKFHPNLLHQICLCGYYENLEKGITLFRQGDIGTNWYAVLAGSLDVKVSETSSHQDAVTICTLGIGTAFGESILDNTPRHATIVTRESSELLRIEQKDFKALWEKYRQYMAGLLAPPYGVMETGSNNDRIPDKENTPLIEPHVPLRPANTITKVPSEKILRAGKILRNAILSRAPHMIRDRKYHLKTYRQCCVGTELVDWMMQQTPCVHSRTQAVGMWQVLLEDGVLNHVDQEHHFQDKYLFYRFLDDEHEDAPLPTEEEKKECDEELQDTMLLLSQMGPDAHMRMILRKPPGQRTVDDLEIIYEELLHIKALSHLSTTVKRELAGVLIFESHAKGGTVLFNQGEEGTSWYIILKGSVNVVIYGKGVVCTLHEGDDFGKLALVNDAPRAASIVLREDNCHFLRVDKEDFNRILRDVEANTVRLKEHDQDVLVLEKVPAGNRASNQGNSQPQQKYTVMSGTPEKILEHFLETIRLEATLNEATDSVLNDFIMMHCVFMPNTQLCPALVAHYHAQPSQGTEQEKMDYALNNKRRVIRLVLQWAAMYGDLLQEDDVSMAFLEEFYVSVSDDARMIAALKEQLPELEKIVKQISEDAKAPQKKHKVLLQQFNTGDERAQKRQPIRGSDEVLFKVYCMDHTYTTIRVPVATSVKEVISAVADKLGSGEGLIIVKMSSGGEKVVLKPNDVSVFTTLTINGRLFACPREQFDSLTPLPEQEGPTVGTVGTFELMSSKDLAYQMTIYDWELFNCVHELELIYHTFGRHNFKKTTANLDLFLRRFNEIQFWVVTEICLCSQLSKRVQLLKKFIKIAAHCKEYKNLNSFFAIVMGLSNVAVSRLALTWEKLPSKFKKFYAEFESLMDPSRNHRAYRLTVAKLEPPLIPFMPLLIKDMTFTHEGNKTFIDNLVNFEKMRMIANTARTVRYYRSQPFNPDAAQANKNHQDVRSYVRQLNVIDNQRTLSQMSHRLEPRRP
TGFb inhibitor – inhibitors of TGF-b signaling; HepG2 CAGA-GFP TGF-b/SMAD3 reporter, GFP fluorescence, 18 h; TGF-beta stimulated, 500 pg/mL final; Potency, µM (doses to about 46.1 µM), for the others: at the highest dose activity, negative = inhibition, actives largely listed as inhibitors; hit rate 1.2% among 410,000; AID 588855; also: % is scaled to controls: 0 for no effect and ±100 for the full control effect; nearly all actives have a fitted effect of over 65% in size
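Using HEPG2 CAGA-GFP reporter cells at 1000 cells/well, we pinned test compounds, stimulated with recombinant TGF-beta (500 pg/mL final) and measured total well GFP after 18 h.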
A549 tox – counter-screen for Nrf2 inhibitors: cytotoxicity in A549 cells | A549 ARE-Fluc cells, CellTiter-Fluor viability, 18-24 h | hit rate 0.16% among 390,000 | AID 504648 | Potency, µM (doses to about 46 µM), without a hit: at the highest dose activity change, negative = cytotoxicity, actives largely listed as inhibitors; also: % is scaled to controls: 0 for no effect and ±100 for the full control effect
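A549 ARE_Fluc cells in 5% FBS OPTI-MEM were exposed to compounds in concentration-response for 18-24 h at 37 deg C. Viability was read by CellTiter-Fluor fluorescence (Ex 405/Em 525) after 30 min, before the luciferase read.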
Nrf2 activator – activates Nrf2 signaling; Potency, µM (highest dose often 46.1 µM), for inactives: at the top dose activation, hits mostly activators; hit rate 0.31% among 410,000; AREc32 ARE-luciferase reporter (MCF7-derived line), luminescence, 24 h; also: % of control where 0% means no effect; nearly all actives have a fitted effect of over 65% in size
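ARE activation measured as luciferase luminescence (Steady-Glo, 30 min RT) in AREc32_Fluc cells after 24 hr compound exposure at 37 deg C, 5% CO2; cells seeded overnight at 1000/well in OPTI-MEM, 5% FBS.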
MCF10A rereplic – induces DNA re-replication in MCF 10a normal breast cells; hit rate 2.9% among 350,000; AID 624296; Potency, µM (series often up to 46.1 µM), without a hit: at the top dose activity, positive = re-replication, actives largely listed as activators; MCF 10A DNA re-replication, Hoechst nuclear intensity, 48 h; also: % of control where 0% means no effect; nearly all actives have a fitted effect of over 50% in size
ATXN viability – reduces viability in counter-screen for ATXN expression inhibitors; S2 cells (HEK-293 line with an ATXN2-luciferase reporter) viability, CellTiter-Fluor protease fluorescence, 24 h; Potency, µM (highest dose often 56.7 µM), actives largely listed as cytotoxic; AID 651635; hit rate 0.49% among 400,000; also: nearly all actives have a fitted effect of over 40% in size
ATXN2 expr inh – ATXN2 expression inhibition; HEK-293 ATXN2-luciferase reporter, luminescence, 24 h; Potency, µM (doses to about 57 µM), without a hit: top-dose activity change, negative = inhibition, hits mostly inhibitors; hit rate 0.72% among 360,000; AID 1745845; also: % is scaled to controls: 0 for no effect and ±100 for the full control effect; nearly all actives have a fitted effect of over 55% in size
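qHTS (up to 57 uM final) was run with 24 h compound exposure of reporter cells at 37 °C. Each well was multiplexed: SteadyGlo luminescence measured ATXN2-luciferase expression after a fluorogenic Gly-Phe-AFC viability readout (25 uM final).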
* marks the source's active call; other numbers are inactive results; i = inactive; ? = inconclusive; nt = no result given; & = joins results of further samples; [ ] = dose if it differs, or a comment. Calls follow the shape of the dose curve; as a rule, active = well fitted curve in the direction sought with a large enough effect; inconclusive = small, poorly fitted or top-dose-only effect, or another doubt; inactive = no such curve, though single readings can be large; an effect the other way counts as inactive or inconclusive. Potency is read from the fitted curve at half-maximal effect. Only part of the results is shown. The share of hits here may be higher or lower than overall.

SMILES	HepG2 viability	Nrf2 block	EPAC2 antagonist	TGFb inhibitor	A549 tox	Nrf2 activator	MCF10A rereplic	ATXN viability	ATXN2 expr inh
O=C(Cc1ccc([N+](=O)[O-])cc1)NCCS(=O)(=O)N1CCN(c2ccccc2)CC1	-2%	nt	6%	0%	nt	0.6%	nt	i	nt
C=CCOC(=O)C1=C[C@H](c2ccc(Br)cc2)C[C@H](OCc2ccc(CO)cc2)O1	0%	-5%	-8%	-13%	-1%	0.9%	25%	i	9%
CC1CCCCN1C(=O)CN1C(=O)NC2(CCCCC2C)C1=O (stereo not drawn)	-9%	16%	16%	-7%	2%	-0.3%	-1%	i	4%
Cc1ccc(Sc2ccc(NC(=O)CCl)cc2)cc1C	-107%	11%	-23%	?	5%	?	?	?	32µM*
CCOC(=O)c1cc(=O)n(-c2ccc(Cl)cc2C)[nH]1	-15%	-9%	-1%	2%	6%	0.3%	-2%	i	4%
Cc1c(Cl)cccc1N=c1c([N+](=O)[O-])nn(-c2ccccc2)n1O	-2%	-6%	11%	?	-18%	?	18%	i	6%
CC(=O)Oc1ccc(-n2c(=O)c3ccccc3c3ccccc3c2=O)cc1	-12%	-3%	-6%	-4%	?	1.2%	8%	i	-2%
O=C(c1cccnc1)N1CCN(C(=O)c2ccccc2F)CC1	25%	nt	1%	35%[activator]	3%	-0.5%	3%	i	9%
O=C(O)c1ccccc1SCC(=O)N1CCCCC1	0%	18%	-3%	-19%	0%	0.0%	0%	i	0%
CN(C)C1CN(Cc2cn(Cc3cccc(C(F)(F)F)c3)nn2)S(=O)(=O)C1 (stereo not drawn)	nt	nt	0%	nt	nt	0.2%	nt	i	17%
COc1ccc(-n2c(Cc3cccn3C)nnc2SCC(=O)N2CCCc3ccccc32)cc1	-30%	4%	-1%	?	-4%	0.6%	-3%	i	-3%
CCN1CCN(Cc2c(O)ccc3oc(C)c(C(=O)Nc4ccc(OC)c(Cl)c4)c23)CC1	-35%	13%	nt	-9%	13%	13%	nt	?	-34%
CC(C)c1nnc(NC(=O)C2CCN(C(=O)c3ccco3)CC2)s1	-1%	-2%	4%	-2%	-2%	7.5%	3%	i	12%
CCOC(=O)CN(C(=O)CSc1nnc(-c2ccc(OC)c(OC)c2)o1)c1ccccc1	-7%	?	4%	-10%	-2%	2.3%	20%	i	0%
Cc1cccc(NC(=O)CSc2nnc(Cn3nnc(-c4ccccc4)n3)n2-c2ccccc2)c1	1%	2%	-1%	1%	1%	0.2%	16%	?	-5%
Cc1ccc(Cn2c(C(=O)NCc3ccccc3Cl)cc3sccc32)cc1	-4%	-19%	nt	-6%	0%	-0.5%	nt	i	-8%
CCCOC(=O)Oc1ccc2c(=O)c(Oc3cc(C)cc(C)c3)coc2c1	-15%	-10%	-16%	6%	-2%	-0.1%	22%	i	-18%
CCOC(=O)C1CCN(S(=O)(=O)c2c(C(=O)N3CCCCC3)c(C)n(C)c2C)CC1	4%	3%	-2%	2%	0%	0.1%	-1%	i	-5%
Cc1ccc(NC(=O)C2CCN(C(=O)N3CCOc4ccccc43)CC2)cc1	1%	-25%	-9%	-4%	5%	3.2%	-1%	i	0%
COc1ccc(CCNC(=O)c2nonc2N)cc1OC	-39%	2%	-3%	-8%	0%	0.1%	1%	i	14%
Cc1ccc(NC(=O)c2ncn(CC(=O)NCc3ccccc3)n2)cc1C	-1%	11%	3%	-5%	-4%	1.0%	?	i	42%[activator]
CN(C)S(=O)(=O)Oc1ccsc1C(=O)Nc1ccc(Cl)c(Cl)c1	-2%	?	3%	?	-15%	10.0%	?	i	-15%
CCN(CC(=O)Nc1ccc(NC(C)=O)cc1)C(=O)c1c(C)nn(-c2ccc(F)cc2)c1Cl	5%	0%	6%	-4%	1%	-0.4%	3%	?	0%
N#Cc1cccc(NC(=O)CSc2nnc(-c3n[nH]c4ccccc34)o2)c1	-6%	?	-3%	-3%	-1%	5.5%	4%	i	40%[activator]
Cc1cccc(-c2cccc(NC(=O)C3CCCN(Cc4cccnc4)C3)c2)c1 (stereo not drawn)	-3%	-14%	-29%	?	0%	7.2%	24%	i	-39%

Fetched by compound from the list above, 3 records:
SMILES	HepG2 viability	Nrf2 block	EPAC2 antagonist	TGFb inhibitor	A549 tox	Nrf2 activator	MCF10A rereplic	ATXN viability	ATXN2 expr inh
C=CCOC(=O)C1=C[C@H](c2ccc(Br)cc2)C[C@H](OCc2ccc(CO)cc2)O1	0%	-5%	-8%	-13%	-1%	0.9%	25%	i	9%
Cc1ccc(Sc2ccc(NC(=O)CCl)cc2)cc1C	-107%	11%	-23%	?	5%	?	?	?	32µM*
COc1ccc(CCNC(=O)c2nonc2N)cc1OC	-39%	2%	-3%	-8%	0%	0.1%	1%	i	14%

Going on with the list:
SMILES	HepG2 viability	Nrf2 block	EPAC2 antagonist	TGFb inhibitor	A549 tox	Nrf2 activator	MCF10A rereplic	ATXN viability	ATXN2 expr inh
CN1C[C@@H]2C(c3ccc(C(F)(F)F)cc3)C3(c4ccc(C#N)cc4)CC2(C3)[C@H]1c1ccccc1 (stereo partly drawn)	-19%	-3%	-17%	-3%	-2%	5.6%	3%	i	-11%
CC(=O)Nc1ccc(S(=O)(=O)NCCSc2ccccn2)cc1	6%	7%	-4%	-9%	-3%	0.0%	-1%	i	6%
O=C(c1cc(COc2ccc(F)cc2F)on1)N1CC2C[C@@H]3CC1C[C@H](C2)C3	-1%	?	3%	?	0%	1.0%	?	i	16%
O=C(Nc1ccccn1)C1CCN(S(=O)(=O)c2ccc3ccccc3c2)CC1	-9%	?	-1%	-8%	-6%	2.2%	2%	i	?
COC(=O)c1ccc(/C=C/C(=O)c2ccc(OC)c(OC)c2)cc1	-61%	?	6%	-1%	-4%	?	?	?	?
Cc1cccc2nc(CSc3nc4[nH]ncc4c(=O)n3-c3cccc(Cl)c3)cc(=O)n12	6%	?	-3%	?	-17%	-0.3%	0%&-36%	nt	?
CCc1nnc(NC(=O)C2CCC(CNc3c(N4CCC(C)CC4)c(=O)c3=O)CC2)s1 (stereo not drawn)	2%	-10%	0%	-2%	-4%	-0.6%	-6%	i	14%
CCOc1ccccc1N(CC(=O)Nc1ccc(OC)cc1)S(=O)(=O)c1ccccc1	-23%	-6%	1%	-11%	-2%	0.4%	?	i	nt
COc1ccc(C(C)=O)cc1CSc1nnc(Nc2c(C)cccc2C)s1	-5%	-7%	-2%	?	-1%	-0.3%	-2%	?	1%
Cc1ccc(CNC(=O)CSc2cc(C)[nH]c(=O)n2)cc1	-9%	nt	nt	4%	0%	-0.3%	nt	i	-3%
CC(C)C(C)(C#N)NC(=O)CSc1nc2scc(-c3ccco3)c2c(=O)n1-c1ccccc1 (stereo not drawn)	2%	-15%	6%	-22%	-3%	2.3%	8%	i	-7%
Cc1c(C(=O)NC2CC(C)(C)NC(C)(C)C2)oc2c(Cl)cccc12	-39%	nt	1%	4%	nt	-0.6%	nt	i	nt
COCC(C)n1c(C)cc(C(=O)COC(=O)CNC(=O)c2ccccc2)c1C (stereo not drawn)	0%	-7%	-4%[57.1 µM]	6%	-7%	0.2%	7%	i	nt
CCCCOc1ccccc1NC(=O)c1ccco1	-32%	-9%	-16%	-7%	1%	0.1%	6%	i	-19%
O=C(Oc1ccc2c(c1)OCO2)c1ccc(F)cc1Cl	-1%	?	5%	-23%	-2%	0.5%	5%	i	34%
CCn1cnc2scc(-c3ccc(C)c(C)c3)c2c1=O	-6%	-15%	-3%[57.1 µM]	8%	9%	3.5%	20%	i	nt
COc1ccc(C(=O)C2CCN(CC(=O)Nc3ccccc3F)CC2)cc1	-12%	-7%	-5%	11%	0%	0.1%	-5%	i	-11%
CC(=O)Nc1ccc(S(=O)(=O)N2CCC3(CC2)OCCO3)cc1	11%	3%	7%	-4%	1%	-0.5%	-4%	i	7%
OC1CCCN(CC(O)c2ccccc2)C1 (stereo not drawn)	19%	?	4%	12%	0%	-0.7%	6%	i	nt
COc1ccc(CCN2C(=O)CC(NNc3ccc([N+](=O)[O-])cc3)C2=O)cc1OC (stereo not drawn)	6%	-2%	-1%	-19%	-18%	0.3%	-2%	i	-11%
O=C(NCC(=O)N(c1cnc2ccccc2c1)C(C(=O)NC1CCCC1)c1ccncc1)c1ccco1 (stereo not drawn)	1%	12%	7%	5%	9%	-0.7%	0%	i	3%
CCOC(=O)c1sc2nc(C)nc(NC3CCC(O)CC3)c2c1C (stereo not drawn)	-9%	15%	1%	-9%	2%	-1.1%	-5%	i	-11%
CCN(CC(=O)Nc1ccc(NC(C)=O)cc1)C(=O)c1c(-c2c(F)cccc2Cl)noc1C	9%	17%	23%	10%	-6%	0.0%	-3%	i	-2%
NC(Cc1ccc(C(F)(F)F)cc1)c1csc(Nc2nccc(C(F)(F)F)n2)n1 (stereo not drawn)	-105%	nt	-1%	?	nt	-4.7%	nt	i	?
Cc1nc(C(=O)O)nn1-c1ccc([N+](=O)[O-])cc1	11%	21%	3%	2%	-8%	-0.6%	-4%	i	0%[11.3 µM]
CCOC(=O)CCSc1cc(C)c2ccccc2n1	-38%	5%	-9%	-31%	-5%	-0.8%	-2%	i	nt
Nc1nc2ccc(Cl)cc2[nH]1	-4%	21%	3%	-8%	1%	-0.1%	-1%	i	0%
O=S(=O)(N/N=C1/CC(c2ccccc2)Oc2ccccc21)c1ccc(Br)cc1 (stereo not drawn)	-17%	8.2µM*	-26%	?	?	7.7%	10µM*	i	-2%
CCSC1=C(C#N)C2(CCCCC2)C(C#N)C(=O)N1 (stereo not drawn)	0%	?	3%	2%	nt	0.0%	6%	i	0%
CC(C)(C)c1cc(CCC(=O)N2CCCC2)cc(C(C)(C)C)c1O	-22%	?	-12%	-8%	?	-0.1%	-21%	i	-19%

Results in TGFb inhibitor and Nrf2 activator, for some of the entries so far:
| SMILES | TGFb inhibitor | Nrf2 activator |
| --- | --- | --- |
| COc1ccc(CCN2C(=O)CC(NNc3ccc([N+](=O)[O-])cc3)C2=O)cc1OC (stereo not drawn) | -19% | 0.3% |
| CCOc1ccccc1N(CC(=O)Nc1ccc(OC)cc1)S(=O)(=O)c1ccccc1 | -11% | 0.4% |
| COc1ccc(C(=O)C2CCN(CC(=O)Nc3ccccc3F)CC2)cc1 | 11% | 0.1% |
